Screening results: PubChem, several laboratories
MazF activator – activators of E. coli MazEF toxin-antitoxin RNase, primary screen, biochemical, fluorescence, uHTS. Endoribonuclease toxin MazF (Escherichia coli (strain K12)), P0AE70. FAM/BHQ RNA-DNA oligo cleavage fluorescence, 5 h. activation, % at 20 µM. 0.32% of 350,000 active; in the data active = activation above about 50%
Target sequence (P0AE70 whole entry, looked up): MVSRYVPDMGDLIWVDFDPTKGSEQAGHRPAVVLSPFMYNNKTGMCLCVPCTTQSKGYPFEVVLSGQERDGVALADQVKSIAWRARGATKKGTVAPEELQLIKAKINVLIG
DUSP3 inh – VHR1 phosphatase inhibitors, primary screen, biochemical, absorbance, uHTS; Dual specificity protein phosphatase 3 (Homo sapiens), P51452; recombinant VHR phosphatase, pNPP absorbance; inhibition, % at 13.3 µM; 0.52% of 290,000 active; in the data active = inhibition above about 50%; note: some compounds called inactive have numbers as strong as hits
Target sequence (P51452 whole entry, looked up): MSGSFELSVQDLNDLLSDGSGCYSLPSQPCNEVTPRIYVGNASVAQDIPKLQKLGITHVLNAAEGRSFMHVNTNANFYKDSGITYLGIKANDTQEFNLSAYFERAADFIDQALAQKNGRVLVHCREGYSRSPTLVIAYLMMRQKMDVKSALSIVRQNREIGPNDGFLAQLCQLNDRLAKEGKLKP
PriA SSB inh – inhibitors of Klebsiella pneumoniae PriA binding to SSB C-terminal tail, primary screen, biochemical, AlphaScreen; inhibition, % at 33 µM; 0.6% of 430,000 active; AID 1272365, 2023; PriA–SSB C-terminal tail interaction (Klebsiella pneumoniae); AlphaScreen SSBct-PriA binding, biotinylated peptide; in the data active = inhibition mostly above about 37%, no sharp cut-off; inactive = mostly below about 20%;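 note: plate controls were negative control peptide for no effect and reference peptide for full effect; strong numbers were not always called active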
Anthrax LF prot – Bacillus anthracis LF protease inhibitors, primary screen, biochemical, multiplex microsphere, MLPCN library; Lethal factor (Bacillus anthracis), P15917; multiplex microsphere protease cleavage assay; inhibition, % at 10 µM; 0.12% of 360,000 active; AID 588501, 2011; note: plate controls were buffer without enzyme for full effect and enzyme alone for no effect
BoNT F protease – BoNT/F light chain protease inhibitors, primary screen, biochemical, flow cytometry, MLPCN library. 0.22% of 360,000 active. Botulinum neurotoxin type F light chain protease (Clostridium botulinum). inhibition, % at 10 µM. AID 588497, 2011. Multiplex microsphere protease cleavage assay; in the data active = inhibition above about 35%, passing the limit was not always enough; inconclusive = no clear call, values can overlap the other calls; note: plate controls were buffer without enzyme for full effect and enzyme alone for no effect
SARS 3CLpro inh – SARS-CoV 3CLpro protease inhibitors, primary screen, biochemical, quenched FRET; Replicase polyprotein 1ab (Severe acute respiratory syndrome coronavirus), P0C6X7; recombinant SARS-CoV 3CLpro, quenched FRET peptide cleavage; inhibition, % at 6 µM; 0.14% of 290,000 active; AID 1706, 2009; in the data active = inhibition above about 12%
PrPC TRFRET – inhibitors of human cell surface prion protein PrPC, primary screen, cell-based, TR-FRET; Major prion protein (Homo sapiens), P04156; TR-FRET read-out; inhibition, % at 13.8 µM; 0.43% of 370,000 active; AID 720596, 2013; in the data active = inhibition above about 24%; note: 0% = median of the test wells and 100% = reference compound wells
BoNT A protease – BoNT/A light chain protease inhibitors, primary screen, biochemical, flow cytometry, MLPCN library; Botulinum neurotoxin type A light chain protease (Clostridium botulinum A str. ATCC 3502); multiplex microsphere protease substrate cleavage; 0.17% of 360,000 active; inhibition, % at 10 µM; AID 588499, 2011; note: plate controls were buffer without enzyme for full effect and enzyme alone for no effect
Rv3671c protease – Rv3671c serine protease inhibitors, primary screen, biochemical, fluorescence polarization, M. tuberculosis H37Rv. P9WHR9. inhibition, % at 5.96 µM. 0.048% of 320,000 active. AID 2606, 2010; in the data active = inhibition above about 38%;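 note: extracellular domain of Rv3671c used as enzyme; 0% = enzyme with DMSO and 100% = no enzyme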
Target sequence (P9WHR9 whole entry, looked up, the tested form may be a part): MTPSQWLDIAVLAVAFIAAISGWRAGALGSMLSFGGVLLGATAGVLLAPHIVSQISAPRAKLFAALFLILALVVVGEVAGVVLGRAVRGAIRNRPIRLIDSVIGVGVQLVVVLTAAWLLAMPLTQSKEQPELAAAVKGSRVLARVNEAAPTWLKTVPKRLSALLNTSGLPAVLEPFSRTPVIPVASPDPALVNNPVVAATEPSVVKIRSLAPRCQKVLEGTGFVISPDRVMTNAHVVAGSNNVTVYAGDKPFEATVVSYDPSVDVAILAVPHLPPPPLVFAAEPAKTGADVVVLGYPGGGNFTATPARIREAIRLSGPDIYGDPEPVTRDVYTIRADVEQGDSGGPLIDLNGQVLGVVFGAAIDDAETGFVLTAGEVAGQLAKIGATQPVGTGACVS
CCHF vOTU inh – CCHFV vOTU protease inhibitors, primary screen, biochemical, Pep-AMC substrate, fluorescence | Crimean-Congo hemorrhagic fever virus L polyprotein viral ovarian tumor (vOTU) protease … | AID 651958, 2012 | 0.55% of 370,000 active | inhibition, % at 11.5 µM; in the data active = inhibition above about 30%; note: 0% = vehicle wells with enzyme and 100% = no enzyme wells
An asterisk follows results filed as active; ? = inconclusive; . = no result given; & = joins results of further samples. Cut-off read from the data, not from the text of the source, unless noted: active = inhibition above about 30%; inconclusive = no clear call, values can overlap the other calls; inactive = below that. These rows are one share of the data; the hit share may differ from the screen's.

SMILES	MazF activator	DUSP3 inh	PriA SSB inh	Anthrax LF prot	BoNT F protease	SARS 3CLpro inh	PrPC TRFRET	BoNT A protease	Rv3671c protease	CCHF vOTU inh
CNC(=S)N/N=C/c1ccc(OCC(=O)Nc2c(C)cc(C)cc2C)c(OC)c1	6.3	3.4	.	-2.9	-1.0	-3.3	-5.1	-0.5	-6.0	25.6
COc1ccc(Cn2c(-c3ccc(OC)cc3)n[nH]c2=S)cc1	9.2	-5.3	-0.4	8.3	-2.7	0.8	6.0	-2.2	-11.0	-4.8
CC(C)(C)c1nnc2sc(SC/C(O)=C(\C#N)c3nc4ccccc4[nH]3)nn2c1=O	3.6	-41.6	.	-3.0	-12.0	-4.7	9.5	0.0	7.9	-9.2
COc1ccc(CC(=O)c2ccc(OC)c(OC)c2C)cc1OC	2.0	-4.1	-17.3	-4.1	-12.4	1.9	15.5	-0.1	-4.9	10.1
CCCCOc1ccc(C(O)(CC)CCN2CCOCC2)cc1 (centres undefined)	-9.5	-9.1	0.0	-2.5	-21.9	0.6	6.1	-1.7	0.9	-6.8
O=C(Nc1nonc1NC(=O)c1cccs1)c1cccs1	1.7	29.1	-2.9	-2.3	2.9	3.1	11.5	-1.0	1.6	8.7
COc1cc(S(=O)(=O)Nc2ccccc2C)ccc1Cl	-4.9	8.5	-10.5	-2.9	2.9	-3.1	0.8	0.4	-2.2	9.5
N#Cc1ccc2sn(-c3ccccc3)c(=O)c2c1	-16.4	.	.	-2.0	2.3	.	2.8	32.7*	.	10.1
CCOC(=O)Cn1c(O)c(N=NC(=O)CNC(=O)Cc2ccccc2)c2ccccc21	-0.5	5.3	-9.3	-0.6	5.6	-0.6	0.0	1.6	-6.7	7.9
COC1CC(N)C2OC(c3ccccc3)OCC2O1 (centres undefined)	-1.4	.	.	-5.0	1.2	.	-2.7	0.1	.	3.8
Cn1c(SCC(=O)NCCC2=CCCCC2)nnc1C(F)(F)F	4.3	.	.	-5.5	-6.3	.	-7.2	-0.2	.	4.7
CCOc1ccccc1CNC(=O)Cn1c(=O)oc2ccccc21	-5.6	31.5	-5.8	-5.4	-5.5	-2.5	-5.2	-0.1	2.3	8.1
Clc1nnc(N2CCCCC2)c2ccccc12	8.6	-0.4	-1.2	-1.6	2.6	-1.0	12.7	0.4	-3.8	21.0
CCOC(=O)c1cc(C)sc1NC(=O)C1CCC1	-9.4	4.8	-43.0	-2.1	-3.7	-2.6	0.0	-1.6	1.6	-7.7
Cc1ccccc1OCC1Cc2c(nc(N)c(C#N)c2N)O1 (centres undefined)	-1.2	11.6	7.8	-2.0	-2.3	1.5	7.5	1.0	-0.2	-4.7
CN(CC(=O)Nc1ccc(F)c(F)c1F)C(=O)/C=C/c1ccc(Cl)cc1	2.6	0.2	-9.7	-0.7	0.5	2.8	0.3	0.2	-10.5	-1.1
Cc1ccc(C)c(N2CCN(C(=O)CSc3ccsc3[N+](=O)[O-])CC2)c1	2.9	26.2	1.0	-0.5	-4.9	6.7	6.8	-0.4	4.2	13.4
S=c1[nH]nc(-c2cccs2)n1/N=C/c1cn(-c2ccccc2)nc1-c1cccs1	-0.8	-12.6	.	1.1	-5.4	-2.3	-4.6	-0.1	-48.0	-4.6
Cc1ccccc1OCCSc1nnc(C)n1-c1ccccc1	8.7	6.4	-0.1	19.6	16.7	-0.3	11.9	3.4	-7.3	10.6
CCCCn1c(N)c(N(CC)C(=O)CN2C(=O)NC(C)(c3ccccc3)C2=O)c(=O)[nH]c1=O (centres undefined)	8.0	-7.2	2.1	-3.6	-11.1	-0.3	-5.6	-2.8	-1.4	2.3
O=C(Nc1ccccc1C(=O)N1CCN(Cc2ccccc2)CC1)c1ccccc1	3.9	14.0	-14.1	3.7	-1.5	1.5	-0.2	-4.2	-5.8	6.6
COc1ccc(C(=O)c2c(C)oc3ccc(O)cc23)c(OC)c1	8.9	58.2*	11.3	19.8	-3.5	-2.1	3.1	2.6	-1.7	1.7
COCCNC(=S)N/N=C/c1ccc2c(c1)OCCO2	-1.5	22.3	.	3.7	-2.8	2.3	10.4	-1.7	7.4	8.0
Cc1c(C(=O)Nc2cccc(S(=O)(=O)N3CCOCC3)c2)oc2ccc(Br)cc12	-17.0	.	-14.6	3.6	-5.9	.	5.3	0.0	-10.2	7.7
O=C(CCS(=O)(=O)c1ccc(Br)cc1)N1CCN(c2ccccc2)CC1	4.1	-3.9	-4.0	-0.1	1.7	0.7	3.2	0.4	1.0	0.4
Next part
SMILES	MazF activator	DUSP3 inh	PriA SSB inh	Anthrax LF prot	BoNT F protease	SARS 3CLpro inh	PrPC TRFRET	BoNT A protease	Rv3671c protease	CCHF vOTU inh
CCN(C(=O)CN1CCC(C(=O)OC)CC1)c1c(N)n(Cc2ccccc2)c(=O)[nH]c1=O	-1.2	.	3.9	2.3	4.5	.	0.8	-0.1	-3.0	-5.2
CC(=O)Nc1c(C)nn(C(C)=O)c1C	5.9	15.3	-19.6	-3.7	-6.2	1.6	1.4	-0.5	-7.0	3.3
CCOC(=O)CNC(=O)C1CCN(S(=O)(=O)c2ccc(-c3nn[nH]n3)cc2)CC1	-14.8	5.8	-11.2	-6.7	1.8	-5.2	10.0	0.9	-9.3	-17.1
CC(C)COc1ccc(C/C(N)=N/n2cnnc2)cc1	4.4	0.8	.	-1.4	3.6	-0.5	12.4	0.4	-3.4	-15.4
O=C(OCC(=O)N(CCc1ccccc1)Cc1ccccc1)c1cccc(O)c1	-0.3	9.6	-4.9	-6.1	-6.0	6.3	-1.2	-0.8	-13.0	-0.7
CCCCN(C(=O)c1cnc2n(c1=O)CCS2)c1ccccc1	0.3	6.6	-1.4	-6.2	-6.3	-2.7	-7.2	-0.9	2.9	2.8
Cc1cccc(-c2c3c(=O)n(C)c(=O)n(C)c3cn2C(C)(C)C)c1	0.0	43.8	-30.0	-8.1	7.2	0.9	0.7	-1.0	0.2	-5.4
CC1CCCN(c2ccc([N+](=O)[O-])s2)C1 (centres undefined)	-17.1	-0.6	0.0	-1.1	-1.7	0.8	-36.9	4.2	.	13.5
CC1(C)NC(C(=O)O)Cc2c1[nH]c1ccccc21 (centres undefined)	7.3	1.7	4.0	-3.8	-10.6	5.3	-1.4	-0.8	-3.4	6.1
Fc1ccc(C2c3[nH]c4ccccc4c3CCN2CCCn2cccn2)cc1 (centres undefined)	-6.8	31.0	-6.8	-2.0	-2.2	3.4	-8.7	0.9	-1.0	-17.4
COc1cc(C(=O)Nc2ccccc2N2CCN(S(C)(=O)=O)CC2)cc(OC)c1OC	10.3	-6.0	-20.6	0.2	1.8	-1.0	5.9	0.1	-0.1	3.6
CCOc1ccc(C(=O)Nc2ccccc2N2CCN(C(=O)c3ccccc3)CC2)cc1[N+](=O)[O-]	-7.2	-13.3	-0.9	0.4	0.0	5.7	-6.6	1.7	-3.1	9.7
Cc1c(N)cc(S(=O)(=O)O)cc1NC(=O)c1cccc([N+](=O)[O-])c1	-0.7	.	-4.3	-8.1	-0.3	.	-32.0	0.6	.	4.8
O=C(NC1c2ccccc2-c2ccccc21)N1CCOCC1	3.9	8.4	8.0&-3.7	2.7	8.7	2.7	-6.2	?	-11.4	0.0
Cc1ccc(CNC(=O)COc2cccc3c2OC(C)(C)C3)cc1	-1.1	.	-11.7	-3.0	9.1	.	3.5	0.8	.	7.7
O=C(CCCCC(=O)N1CCOCCOCCOCC1)OCc1ccccc1	7.1	9.5	-6.3	-6.2	?	-3.9	-7.3	?	5.6	-15.1
O=C(NNC(=O)C1CCCC1)c1ccc(F)cc1	-2.0	48.2	-5.6	-0.6	5.0	-0.2	10.1	1.0	-1.0	-1.6
COCC(=O)OC1CCn2c1nc1c2C(=O)C(C)=C(NC(C)=O)C1=O (centres undefined)	18.0	.	-0.5	-2.5	-0.1	.	-41.3	-0.3	.	99.8*
O=C(NC1CCCC1)C(c1ccc(N2CCOCC2)cc1)N(C(=O)c1ccco1)c1ccccc1F (centres undefined)	-2.4	6.9	-12.4	-1.3	-1.2	-5.4	7.7	-0.5	2.2	-18.3
CCc1nnc(NC(=O)Nc2ccc(OC)cc2)s1	7.9	16.6	-16.1	4.2	26.9	4.4	-2.9	1.8	1.5	9.9
Cc1csc(NC(=O)c2ccncc2)n1	4.9	21.7	-7.4	-23.9	-58.4	-1.9	4.0	1.9	7.8	-9.1
COCCCNC(=O)Cn1cc(C(=O)c2cccs2)c2ccccc21	-7.8	16.1	-11.3	-0.2	2.5	1.2	5.6	-0.2	1.4	13.8
Cc1onc(-c2c(F)cccc2Cl)c1C(=O)OCN1C(=O)c2ccccc2C1=O	8.6	4.5	28.0&-15.5	-2.0	5.8	-2.9	4.5	-0.6	2.4	-1.1
COc1cc(CN(C2CC2)S(=O)(=O)c2ccccc2Br)cc(OC)c1	5.2	.	-16.9	-0.3	1.2	.	-6.3	-0.7	.	6.7
COc1ccc(C(=O)NCc2nnc(SCC(=O)N3CCCCC3)o2)cc1	11.6	12.3	-3.1	2.7	4.0	3.9	-0.4	0.4	-7.1	2.0
CNC(=O)CCc1[nH]c2ccccc2c1Sc1ccccc1	-3.6	2.3	-3.9	0.4	-0.9	3.0	4.7	0.0	-0.6	-3.0
NC(=O)c1cccc2c1C(=O)N(C1CCCCC1)C2	2.5	7.8	-6.0	-3.1	-13.3	-5.8	3.9	1.7	3.2	-8.4

Ordered by length of the SMILES (smallest number first): 9 of the compounds above.
SMILES	MazF activator	DUSP3 inh	PriA SSB inh	Anthrax LF prot	BoNT F protease	SARS 3CLpro inh	PrPC TRFRET	BoNT A protease	Rv3671c protease	CCHF vOTU inh
CC1CCCN(c2ccc([N+](=O)[O-])s2)C1 (centres undefined)	-17.1	-0.6	0.0	-1.1	-1.7	0.8	-36.9	4.2	.	13.5
CNC(=O)CCc1[nH]c2ccccc2c1Sc1ccccc1	-3.6	2.3	-3.9	0.4	-0.9	3.0	4.7	0.0	-0.6	-3.0
CCCCN(C(=O)c1cnc2n(c1=O)CCS2)c1ccccc1	0.3	6.6	-1.4	-6.2	-6.3	-2.7	-7.2	-0.9	2.9	2.8
COCCCNC(=O)Cn1cc(C(=O)c2cccs2)c2ccccc21	-7.8	16.1	-11.3	-0.2	2.5	1.2	5.6	-0.2	1.4	13.8
COc1ccc(C(=O)NCc2nnc(SCC(=O)N3CCCCC3)o2)cc1	11.6	12.3	-3.1	2.7	4.0	3.9	-0.4	0.4	-7.1	2.0
COc1cc(CN(C2CC2)S(=O)(=O)c2ccccc2Br)cc(OC)c1	5.2	.	-16.9	-0.3	1.2	.	-6.3	-0.7	.	6.7
COc1cc(C(=O)Nc2ccccc2N2CCN(S(C)(=O)=O)CC2)cc(OC)c1OC	10.3	-6.0	-20.6	0.2	1.8	-1.0	5.9	0.1	-0.1	3.6
CCN(C(=O)CN1CCC(C(=O)OC)CC1)c1c(N)n(Cc2ccccc2)c(=O)[nH]c1=O	-1.2	.	3.9	2.3	4.5	.	0.8	-0.1	-3.0	-5.2
CCOc1ccc(C(=O)Nc2ccccc2N2CCN(C(=O)c3ccccc3)CC2)cc1[N+](=O)[O-]	-7.2	-13.3	-0.9	0.4	0.0	5.7	-6.6	1.7	-3.1	9.7
